Screens deposited in PubChem by several laboratories.
MEKK3 PB1 HTS: raises or lowers MEK5 binding to the human MEKK3 PB1 domain; AID 1529; binding response (% of control), % at 10 µM; bead-based flow cytometry, Alexa488-MEK5 binding to MEKK3; actives lie on both sides; 0 = blocked by unlabeled MEK5, 100 = vehicle; actives 1.4% (n = 290,000); Q99759;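 active = binding response more than 3 SD above or below the average of its plate-row segment, actives on both sides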;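 note: Alexa488 bead fluorescence after subtracting the streptavidin-only scavenger bead signal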
Target sequence (Q99759 whole entry, looked up, the tested form may be a part): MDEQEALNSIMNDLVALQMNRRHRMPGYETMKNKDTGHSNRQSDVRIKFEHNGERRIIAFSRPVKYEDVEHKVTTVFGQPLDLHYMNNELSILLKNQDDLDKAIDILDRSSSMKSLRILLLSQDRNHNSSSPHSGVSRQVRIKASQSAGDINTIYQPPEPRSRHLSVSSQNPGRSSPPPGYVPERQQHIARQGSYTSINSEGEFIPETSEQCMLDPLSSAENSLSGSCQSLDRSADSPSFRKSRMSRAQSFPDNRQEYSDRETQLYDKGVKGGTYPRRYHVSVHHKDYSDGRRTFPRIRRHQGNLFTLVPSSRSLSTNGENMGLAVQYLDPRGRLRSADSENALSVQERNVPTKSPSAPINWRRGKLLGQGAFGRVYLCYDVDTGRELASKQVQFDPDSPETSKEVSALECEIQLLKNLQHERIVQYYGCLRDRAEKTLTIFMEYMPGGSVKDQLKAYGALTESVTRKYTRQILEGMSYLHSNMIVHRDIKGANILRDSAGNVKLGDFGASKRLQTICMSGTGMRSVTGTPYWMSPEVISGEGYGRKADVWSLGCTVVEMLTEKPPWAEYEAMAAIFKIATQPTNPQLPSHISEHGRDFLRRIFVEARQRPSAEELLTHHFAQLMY
MEKK2 mut-MEK5: signal of MEK5 binding to mutant human MEKK2 PB1 domain. percent response, % at 10 µM. actives 0.35% (n = 290,000). AID 1530. bead flow cytometry, Alexa488-MEK5 binding to MEKK2 mutant; in the data active = percent response above about 24%, passing the limit was not always enough; note: inactives centre near 1; some results filed as inactive read as strong as hits; reference of the scale not given here
OXTR agonist: agonists of human oxytocin receptor; P30559; CHO-OTR cells, Fluo-8 calcium fluorescence; normalized: DMSO 0%, oxytocin 100%; activation, % at 3 µM; actives 0.32% (n = 320,000);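 active = activation above the mean of all tested compounds plus 3 SD, cutoff set per screening run, cut at about 20% in these data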;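 note: peak over basal fluorescence ratio from a 100 s FLIPR kinetic read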
Target sequence (P30559 whole entry, looked up): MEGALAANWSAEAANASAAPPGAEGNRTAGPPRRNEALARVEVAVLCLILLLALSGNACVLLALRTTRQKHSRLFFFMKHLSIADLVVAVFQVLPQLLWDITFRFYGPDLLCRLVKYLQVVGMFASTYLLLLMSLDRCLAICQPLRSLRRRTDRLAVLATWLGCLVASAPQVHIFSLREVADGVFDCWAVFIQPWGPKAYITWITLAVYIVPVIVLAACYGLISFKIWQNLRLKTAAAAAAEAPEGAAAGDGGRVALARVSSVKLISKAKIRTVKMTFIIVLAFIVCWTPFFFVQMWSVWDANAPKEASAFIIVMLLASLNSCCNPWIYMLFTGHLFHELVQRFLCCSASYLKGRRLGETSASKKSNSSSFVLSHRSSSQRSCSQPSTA
MEKK2 WT-MEK5: raises or lowers MEK5 binding to wildtype human MEKK2 PB1 domain. Q9Y2U5. bead flow cytometry, Alexa488-MEK5 binding to MEKK2 WT; actives lie on both sides. binding response (% of control), % at 10 µM. actives 1.1% (n = 290,000). AID 1531; in the data active = binding response below about 67% or above about 130%
NALP1 inh: inhibitors of NALP1 inflammasome in yeast; S. cerevisiae NALP1/ASC/caspase-1 growth, X-gal OD620, 72 h; inhibition, % at 10 µM; actives 0.61% (n = 280,000); AID 2071; in the data active = inhibition mostly above about 24%, no sharp cut-off; inactive = mostly below about 32%; note: some compounds called inactive have numbers as strong as hits
M18AAP inhibitor: blocks P. falciparum M18 aspartyl aminopeptidase; recombinant PfM18AAP, H-Glu-NHMec fluorogenic cleavage; inhibition, % at 7.35 µM; actives 1.2% (n = 290,000);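 active = inhibition above the campaign mean inhibition over all tested compounds plus 3 SD, cut at about 28% in these data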;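 note: 0% = plate median of test compound wells and 100% = 2 mM ZnCl2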
FID counter: displaces DNA intercalator in HCV helicase counter-screen; inhibition, % at 7.9 µM; DNA fluorescent intercalator displacement, fluorescence; AID 1845; actives 0.17% (n = 290,000); in the data active = inhibition above about 37%;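 note: 0% = vehicle and 100% = reference compound; higher means more ethidium bromide displaced from hairpin DNA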
GPR7 antag: human neuropeptides B/W receptor 1 antagonism; GPR7-expressing cells, fluorescence antagonist assay; inhibition, % at 4.4 µM; actives 1.1% (n = 290,000); in the data active = inhibition above about 16%, passing the limit was not always enough;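 note: cells stimulated with the agonist NPW; 0% = agonist with vehicle and 100% = vehicle without agonist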
PHOSPHO1 inh: blocks human PHOSPHO1 phosphatase activity. recombinant PHOSPHO1, absorbance phosphatase assay. inhibition, % at 13.3 µM. actives 1.1% (n = 290,000); in the data active = inhibition above about 60%
* marks the source's active call; other numbers are inactive results. Not a hit list. Share with any hit: about 6.2%.

`CC(=O)Nc1nc(C)c(Oc2ccc(C)cc2)c(=O)[nH]1` gave MEKK3 PB1 HTS 95.0, MEKK2 mut-MEK5 -5.0, OXTR agonist 0.2, MEKK2 WT-MEK5 93.0, NALP1 inh 1.0, M18AAP inhibitor -3.2, FID counter -3.3, GPR7 antag -10.4 and PHOSPHO1 inh 7.9.
CC1CN(C(=S)Nc2ccc(Cl)cc2)CC(C)O1 (stereo not given) was read as MEKK3 PB1 HTS 99.0, MEKK2 mut-MEK5 0.0, OXTR agonist 0.5, MEKK2 WT-MEK5 101.0, NALP1 inh -0.9, M18AAP inhibitor 1.4, FID counter -10.4, GPR7 antag -13.8 and PHOSPHO1 inh -26.4.
Cc1ccc(-c2nnc(/C=C/c3ccccc3)o2)cc1 was read as MEKK3 PB1 HTS 101.0, MEKK2 mut-MEK5 0.0, OXTR agonist -1.2, MEKK2 WT-MEK5 95.0, NALP1 inh 13.0, M18AAP inhibitor 4.1, FID counter -7.9, GPR7 antag -12.6 and PHOSPHO1 inh -6.9.
For Cn1c(=O)c(C(=O)COc2ccc(F)cc2Cl)c(N)n(Cc2ccccc2)c1=O the results were MEKK3 PB1 HTS 91.0, MEKK2 mut-MEK5 -49.0, OXTR agonist -0.5, MEKK2 WT-MEK5 100.0, NALP1 inh -25.2, M18AAP inhibitor 0.0, FID counter -15.0, GPR7 antag 23.4 and PHOSPHO1 inh 15.0.
CCN(Cc1ccccc1)c1ccc(/C=N/N2CCOCC2)cc1 was read as MEKK3 PB1 HTS 109.0, MEKK2 mut-MEK5 -1.0, OXTR agonist -1.9, MEKK2 WT-MEK5 104.0, NALP1 inh 42.9, M18AAP inhibitor -3.9, FID counter -8.8, GPR7 antag -5.4 and PHOSPHO1 inh -29.3.
For CC(=O)Nc1ccc(S(=O)(=O)N2CCN(c3nc4ccccc4n3CC(C)C)CC2)cc1 the results were MEKK3 PB1 HTS 105.0, MEKK2 mut-MEK5 -1.0, MEKK2 WT-MEK5 104.0, NALP1 inh 12.6, M18AAP inhibitor 13.8, FID counter -45.1, GPR7 antag 27.4* and PHOSPHO1 inh 41.1.
For CN(C)c1nc(N/N=C/c2c[nH]c3ccccc23)nc(N2CCOCC2)n1 the results were MEKK3 PB1 HTS 99.0, MEKK2 mut-MEK5 7.0, OXTR agonist 0.1, MEKK2 WT-MEK5 102.0, NALP1 inh -2.8, M18AAP inhibitor 2.9, FID counter -7.6, GPR7 antag -1.7 and PHOSPHO1 inh 20.5.
For CCOc1c(O)ccc(/C=C2\SC(=S)NC2=O)c1[N+](=O)[O-] the results were MEKK3 PB1 HTS 95.0, MEKK2 mut-MEK5 -1.0, OXTR agonist -0.1, MEKK2 WT-MEK5 95.0, NALP1 inh 9.6, M18AAP inhibitor 37.0*, FID counter 2.3, GPR7 antag 18.1 and PHOSPHO1 inh 30.5.
CC(=O)Nc1cccc(-c2nc3ccccc3o2)c1 was read as MEKK3 PB1 HTS 88.0, MEKK2 mut-MEK5 -2.0, OXTR agonist 0.4, MEKK2 WT-MEK5 99.0, NALP1 inh 20.1, M18AAP inhibitor -8.9, FID counter -8.0, GPR7 antag -6.7 and PHOSPHO1 inh 30.2.
Screening CN(C)c1ccc(NC(=S)NCC2CCCO2)cc1 (stereo not given) returned MEKK3 PB1 HTS 103.0, MEKK2 mut-MEK5 -1.0, OXTR agonist -1.4, MEKK2 WT-MEK5 103.0, NALP1 inh 39.2, M18AAP inhibitor -2.0, FID counter -5.0, GPR7 antag 3.8 and PHOSPHO1 inh -40.0.
For CCCCCCNc1c([N+](=O)[O-])c(=O)sc2ccccc12 the results were MEKK3 PB1 HTS 100.0, MEKK2 mut-MEK5 -3.0, OXTR agonist 6.8, MEKK2 WT-MEK5 97.0, NALP1 inh -1.9, M18AAP inhibitor -1.5, FID counter 1.5, GPR7 antag 12.8 and PHOSPHO1 inh 0.6.
CCOC(=O)N1CCC(N2Cc3cccc(C(=O)Nc4ccc(OCC)cc4)c3C2=O)CC1 was read as MEKK3 PB1 HTS 101.0, MEKK2 mut-MEK5 0.0, OXTR agonist -0.7, MEKK2 WT-MEK5 101.0, NALP1 inh 13.8, M18AAP inhibitor -5.8, FID counter -22.9, GPR7 antag -5.2 and PHOSPHO1 inh 19.9.
For CC12CC(c3ccccc3O1)N(C(=O)c1ccco1)C(=O)N2c1ccccc1 (stereo not given) the results were MEKK3 PB1 HTS 82.0, MEKK2 mut-MEK5 -11.0, OXTR agonist -1.9, MEKK2 WT-MEK5 84.0, NALP1 inh 12.7, M18AAP inhibitor -4.6, FID counter -12.0, GPR7 antag -12.1 and PHOSPHO1 inh 5.4.
Screening CCn1c(CNc2nc3ccccc3n2C(C)C)nc2ccccc21 returned MEKK3 PB1 HTS 103.0, MEKK2 mut-MEK5 1.0, OXTR agonist -2.8, MEKK2 WT-MEK5 106.0, NALP1 inh 17.8, M18AAP inhibitor -3.9, FID counter 4.8, GPR7 antag -6.8 and PHOSPHO1 inh 24.3.
Screening CCOC(=O)C(C)n1cnc2c(nnn2Cc2ccc(C)cc2)c1=O (stereo not given) returned MEKK3 PB1 HTS 100.0, MEKK2 mut-MEK5 -3.0, OXTR agonist 0.6, MEKK2 WT-MEK5 100.0, NALP1 inh 32.0, M18AAP inhibitor 0.8, FID counter -13.9, GPR7 antag -10.4 and PHOSPHO1 inh 3.5.
`COc1ccc(S(=O)(=O)N(C)CC(=O)N2CCN(c3ccccc3)CC2)cc1` gave MEKK3 PB1 HTS 95.0, MEKK2 mut-MEK5 -10.0, OXTR agonist 2.3, MEKK2 WT-MEK5 94.0, NALP1 inh 9.1, M18AAP inhibitor 2.1, FID counter -24.8, GPR7 antag -1.5 and PHOSPHO1 inh -11.5.
`Cc1nnc(SCC(=O)NNC(=O)c2ccc(Br)cc2)n1C` gave MEKK3 PB1 HTS 123.0, MEKK2 mut-MEK5 557.0*, OXTR agonist -0.6, MEKK2 WT-MEK5 717.0*, NALP1 inh -3.0, M18AAP inhibitor 5.9, FID counter -5.7, GPR7 antag -17.9 and PHOSPHO1 inh 1.2.
`COCCn1c(-c2ccc(Cl)cc2)nc2oc3cc(OC)ccc3c(=O)c2c1=O` gave MEKK3 PB1 HTS 103.0, MEKK2 mut-MEK5 1.0, OXTR agonist -2.0, MEKK2 WT-MEK5 102.0, NALP1 inh -16.4, M18AAP inhibitor 1.8, FID counter -9.2, GPR7 antag -17.1 and PHOSPHO1 inh 16.0.
NS(=O)(=O)c1ccc(NC(=O)c2ccc3nccnc3c2)cc1 was read as MEKK3 PB1 HTS 72.0, MEKK2 mut-MEK5 -36.0, OXTR agonist 0.2, MEKK2 WT-MEK5 78.0, M18AAP inhibitor -1.6, FID counter -2.9, GPR7 antag 13.7 and PHOSPHO1 inh 17.1.
`Cc1ccc2c(c1)NC(=O)C(CC(=O)NCCN(CC(C)C)CC(C)C)O2` (stereo not given) gave MEKK3 PB1 HTS 104.0, MEKK2 mut-MEK5 2.0, OXTR agonist -0.7, MEKK2 WT-MEK5 98.0, NALP1 inh 22.2, M18AAP inhibitor -3.3, FID counter -0.5, GPR7 antag -6.8 and PHOSPHO1 inh 18.2.
`COc1ccc(-c2n[nH]c(C)c2-c2cscn2)c(O)c1` gave MEKK3 PB1 HTS 133.0*, MEKK2 mut-MEK5 29.0, OXTR agonist 2.2, MEKK2 WT-MEK5 130.0, NALP1 inh -4.8, M18AAP inhibitor 1.5, FID counter -7.0, GPR7 antag -4.0 and PHOSPHO1 inh 1.5.
O=C(Nc1ccccc1)NN1CC(=O)N(c2ccc(Cl)cc2)CC1=O was read as MEKK3 PB1 HTS 104.0, MEKK2 mut-MEK5 7.0, OXTR agonist -0.4, MEKK2 WT-MEK5 102.0, M18AAP inhibitor 1.1, FID counter -2.0, GPR7 antag -15.8 and PHOSPHO1 inh 22.5.
`Cc1cccc(C)c1NC(=O)CCCSc1nnc(-c2ccco2)n1-c1ccccc1` gave MEKK3 PB1 HTS 103.0, MEKK2 mut-MEK5 3.0, OXTR agonist -1.1, MEKK2 WT-MEK5 103.0, NALP1 inh 18.0, M18AAP inhibitor -18.8, FID counter -31.8, GPR7 antag 5.4 and PHOSPHO1 inh 6.0.
For N/C(=N\c1nc(CSc2ccc(Cl)cc2)cc(=O)[nH]1)Nc1ccccc1C(F)(F)F the results were MEKK3 PB1 HTS 101.0, MEKK2 mut-MEK5 -6.0, OXTR agonist -0.2, MEKK2 WT-MEK5 91.0, NALP1 inh -32.6, M18AAP inhibitor 3.1, FID counter -3.4, GPR7 antag 4.0 and PHOSPHO1 inh 19.2.
`O=c1sc2ccccc2c(N2CCN(c3ccccc3)CC2)c1[N+](=O)[O-]` gave MEKK3 PB1 HTS 101.0, MEKK2 mut-MEK5 0.0, OXTR agonist 0.2, MEKK2 WT-MEK5 95.0, NALP1 inh 21.8, M18AAP inhibitor -6.2, FID counter 0.4, GPR7 antag -6.3 and PHOSPHO1 inh 24.6.
CN(CC(=O)N1CCCC1)S(=O)(=O)c1ccc(Cl)cc1 was read as MEKK3 PB1 HTS 104.0, MEKK2 mut-MEK5 1.0, OXTR agonist 0.1, MEKK2 WT-MEK5 101.0, NALP1 inh 2.4, M18AAP inhibitor -2.9, FID counter -10.5, GPR7 antag -13.0 and PHOSPHO1 inh 1.7.
Screening O=C(O)c1cccc(NC2=C(n3nnc4ccccc43)C(=O)c3ccccc3C2=O)c1 returned MEKK3 PB1 HTS 91.0, MEKK2 mut-MEK5 4.0, OXTR agonist -0.5, MEKK2 WT-MEK5 102.0, M18AAP inhibitor -6.7, FID counter -9.7, GPR7 antag -5.9 and PHOSPHO1 inh 17.7.
For O=C(N/N=C/c1cccnc1)c1ccccc1Br the results were MEKK3 PB1 HTS 100.0, MEKK2 mut-MEK5 -1.0, MEKK2 WT-MEK5 103.0, NALP1 inh 1.3, M18AAP inhibitor -2.7, FID counter -6.7, GPR7 antag -1.5 and PHOSPHO1 inh -30.6.
COC(=O)c1scc(S(=O)(=O)C(C)(C)C)c1-n1cccc1 was read as MEKK3 PB1 HTS 98.0, MEKK2 mut-MEK5 -5.0, OXTR agonist -1.1, MEKK2 WT-MEK5 101.0, NALP1 inh 23.9, M18AAP inhibitor 1.2, FID counter -3.5, GPR7 antag -10.1 and PHOSPHO1 inh 6.3.
N#Cc1ccc(N/N=C/c2ccccc2)c([N+](=O)[O-])c1 was read as MEKK3 PB1 HTS 102.0, MEKK2 mut-MEK5 -4.0, OXTR agonist -0.2, MEKK2 WT-MEK5 97.0, NALP1 inh -10.9, M18AAP inhibitor 3.1, FID counter -0.1, GPR7 antag 0.8 and PHOSPHO1 inh 43.1.
For Cc1ccc(-c2nn(-c3cccc(F)c3)cc2CN2CCN(c3ccccn3)CC2)o1 the results were MEKK3 PB1 HTS 96.0, MEKK2 mut-MEK5 15.0, OXTR agonist 3.5, MEKK2 WT-MEK5 137.0, NALP1 inh 4.4, M18AAP inhibitor -24.6, FID counter 4.5, GPR7 antag -8.7 and PHOSPHO1 inh 39.7.
For COc1cc(C)c(S(=O)(=O)n2ccc(C)n2)cc1C the results were MEKK3 PB1 HTS 99.0, MEKK2 mut-MEK5 2.0, OXTR agonist -2.3, MEKK2 WT-MEK5 102.0, NALP1 inh 13.2, M18AAP inhibitor 1.2, FID counter -4.5, GPR7 antag 12.4 and PHOSPHO1 inh 9.4.
For CC(C)NC(=O)c1ccc2c(c1)S(=O)(=O)c1ccccc1C2=O the results were MEKK3 PB1 HTS 101.0, MEKK2 mut-MEK5 6.0, OXTR agonist -1.4, MEKK2 WT-MEK5 103.0, NALP1 inh -0.6, M18AAP inhibitor 4.1, FID counter 4.9, GPR7 antag 4.9 and PHOSPHO1 inh 16.2.
